# Screening data from PubChem BioAssay.
# KCNQ1 pot = potentiators or activators of KCNQ1 channel, primary screen, cell-based, thallium flux, high-throughput; CHO-K1 KCNQ1, thallium flux FluxOR fluorescence; stronger effect = higher value; B-score at 10 µM; 310,000 tested, 0.35% active; Potassium voltage-gated channel subfamily KQT member 1 (Homo sapiens), P51787; AID 2648, 2010;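 active = fluorescence ratio B-score, a plate-corrected score, at least three library SD, with initial intensity B-score within 5 SD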
# Target sequence (P51787 whole entry, looked up): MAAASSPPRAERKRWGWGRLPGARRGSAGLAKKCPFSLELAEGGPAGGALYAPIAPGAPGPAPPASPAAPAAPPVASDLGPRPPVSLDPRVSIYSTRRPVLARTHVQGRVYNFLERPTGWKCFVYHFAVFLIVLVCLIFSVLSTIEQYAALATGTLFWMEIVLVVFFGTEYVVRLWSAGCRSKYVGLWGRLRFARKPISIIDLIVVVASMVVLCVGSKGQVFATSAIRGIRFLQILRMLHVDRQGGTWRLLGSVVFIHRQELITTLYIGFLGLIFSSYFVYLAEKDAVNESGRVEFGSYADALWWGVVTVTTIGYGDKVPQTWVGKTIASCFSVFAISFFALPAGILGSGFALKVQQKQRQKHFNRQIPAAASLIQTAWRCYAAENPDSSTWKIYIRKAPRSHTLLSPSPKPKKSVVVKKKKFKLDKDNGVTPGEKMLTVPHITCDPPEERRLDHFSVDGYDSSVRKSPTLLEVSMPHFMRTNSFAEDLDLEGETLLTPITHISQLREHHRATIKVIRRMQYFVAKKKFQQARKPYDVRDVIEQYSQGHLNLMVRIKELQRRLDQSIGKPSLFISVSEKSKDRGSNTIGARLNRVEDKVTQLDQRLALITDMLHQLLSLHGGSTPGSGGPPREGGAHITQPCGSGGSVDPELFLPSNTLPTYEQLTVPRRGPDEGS
#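 Material: CHO-K1 cells stably expressing KCNQ1. Medium: assay buffer for compound exposure, DMSO matched across wells. Reagent: K+/Tl+ depolarizing stimulus. Compound dosing: single-concentration screen. Times: 37 °C overnight plating, 90-min dark dye load, 20-min compound pretreatment. Technique: FluxOR Tl+ flux fluorescence.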
# PolyA inhibitor = polyadenylation inhibitors in yeast reporter cells, primary screen, luminescence, S. cerevisiae | calls only at 12 µM | AID 1875, 2009 | 300,000 tested, 0.02% active | S. cerevisiae SKY197-pL101 polyadenylation reporter, beta-gal luminescence; efflux-impaired pdr1/pdr3 knockout yeast; score 100 = 6 SD above DMSO;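 active = lowest replicate activity score at least 50, where 100 means six control SD above control mean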;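 note: yeast exposed to compound for 9 h at 30 °C; higher score means more reporter readthrough which indicates perturbed polyadenylation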
# KCNQ1 block = inhibitors of human KCNQ1 channel, primary screen, cell-based, thallium flux, high-throughput; Potassium voltage-gated channel subfamily KQT member 1 (Homo sapiens), P51787; CHO-K1 KCNQ1, FluxOR thallium flux fluorescence; stronger effect = higher value; B-score at 10 µM; 310,000 tested, 1.3% active;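 active = compounds whose thallium flux B-score, printed positive for inhibition, exceeds three library SD while starting fluorescence stays within three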;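 note: channel opened by potassium depolarization with thallium stimulus after 20 min compound exposure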
# RGS4 act = RGS4 potentiators or activators, primary screen, cell-based, HEK293 M3R inducible RGS4, calcium flux. 310,000 tested, 0.92% active. AID 463111, 2010. B-score at 10 µM. carbachol calcium flux Fluo4; stronger effect = lower value;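 active = B-score of the integrated calcium signal more than 4 SD below the library mean, with starting fluorescence not abnormally high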;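 note: negative B-score means reduced calcium response which marks RGS4 activation or potentiation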
#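 test system = HEK293 cells with stable M3R and inducible RGS4 | schedule = recording 10 s baseline at 1 Hz, 100 s post-agonist | technique = Fluo4-AM (2 µM) calcium-flux fluorescence, kinetic read | measure = Agonist-evoked peak-minus-minimum fluorescence over baseline, integrated ratio, B score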
# GSK3A inh = blockers of GSK3A enzyme activity – biochemical, luminescence, cell-free homogeneous, HTS, primary screen; 320,000 tested, 0.1% active; GSK-3 alpha kinase, ADP-Glo luminescence, 60 min; AID 2650, 2010; Glycogen synthase kinase-3 alpha (Homo sapiens), P49840; inhibition, % at 10 µM;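 in the data active = inhibition above about 50%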;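 note: GST-tagged GSK-3 alpha with peptide substrate and 25 µM ATP; 0% = DMSO neutral wells and 100% = GW8510 positive control wells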
# Dyrk1A ADPGlo = rat Dyrk1A kinase inhibitors, primary screen, biochemical, single point, plate reader; ADP-Glo luminescence, NFATc1 peptide; inhibition, % at 12.5 µM; 310,000 tested, 0.43% active; AID 504441, 2011; in the data active = inhibition above about 50%;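 note: plate controls were vehicle with enzyme for no effect and no enzyme for full effect; many of its hits are not listed in these tables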
# hERG rescue = hERG rescue from dofetilide block, primary screen, cell-based, CHO-hERG, FluxOR thallium flux, dofetilide IC70 | dofetilide IC70 present | AID 1511, 2009 | Voltage-gated inwardly rectifying potassium channel KCNH2 (Homo sapiens), Q12809 | activation (rescue from dofetilide block), less the hit threshold, % at 10 µM | 310,000 tested, 0.51% active;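 active = activation above the mean of controls blocked by dofetilide plus 5 SD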;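 note: thallium influx through hERG after potassium depolarization seen as dye fluorescence rise; in these data hits start at about 4.7%; inactives centre near -7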
# KCNK9 inh = KCNK9 potassium channel inhibitors, primary screen, HEK293 cells, thallium flux; B-score at 10 µM; Potassium channel subfamily K member 9 (Homo sapiens), Q9NPC2; AID 488922, 2010; FluxOR thallium flux fluorescence; stronger effect = lower value; 310,000 tested, 1.2% active;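 active = ratio B-score over 3 SD below the library mean, with starting fluorescence within 5 SD of its mean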;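 note: negative B-score means less thallium flux so channel inhibition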
# RGS4 inh = RGS4 inhibitors, primary screen, cell-based, HEK293 M3R inducible RGS4, calcium flux. Regulator of G-protein signaling 4 (Homo sapiens), P49798. Fluo-4 calcium flux; stronger effect = higher value; triggered by carbachol at its EC20. B-score at 10 µM. 310,000 tested, 0.45% active. AID 463165, 2010;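 active = B-score, a plate-corrected calcium signal, over three deviations above library mean, with baseline fluorescence within five deviations of library mean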;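 note: RGS4 expression induced by doxycycline in cells with stable M3 receptor; B-score is computed from the integrated fluorescence ratio over baseline after carbachol; higher B-score means a larger calcium signal and so more RGS4 inhibition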
# KCNK3 block = human KCNK3 channel inhibitors, primary screen, CHO cells, FluxOR thallium flux, B-score | 340,000 tested, 0.84% active | FluxOR fluorescence; stronger effect = lower value | Potassium channel subfamily K member 3 (Homo sapiens), O14649 | B-score at 10 µM;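 active = B-score under library mean minus 4 SD, starting fluorescence ratio at most library mean plus 5 SD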;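 note: more negative B-score means stronger inhibition of thallium flux through KCNK3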
# GSK3B inh = human GSK3beta kinase inhibitors, primary screen, biochemical, cell-free homogeneous, HTS. GST-GSK3beta kinase, ADP-Glo luminescence, 60 min; stronger effect = lower value. activity score (negative = inhibition), % at 10 µM. 300,000 tested, 0.038% active. AID 2097, 2009;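 active = more than half of replicate wells score below -50%, meaning over 50% inhibition versus plate controls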;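 note: 0% = median DMSO wells and -100% = median GW8510 positive control wells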
# Target sequence (P49841 whole entry, looked up): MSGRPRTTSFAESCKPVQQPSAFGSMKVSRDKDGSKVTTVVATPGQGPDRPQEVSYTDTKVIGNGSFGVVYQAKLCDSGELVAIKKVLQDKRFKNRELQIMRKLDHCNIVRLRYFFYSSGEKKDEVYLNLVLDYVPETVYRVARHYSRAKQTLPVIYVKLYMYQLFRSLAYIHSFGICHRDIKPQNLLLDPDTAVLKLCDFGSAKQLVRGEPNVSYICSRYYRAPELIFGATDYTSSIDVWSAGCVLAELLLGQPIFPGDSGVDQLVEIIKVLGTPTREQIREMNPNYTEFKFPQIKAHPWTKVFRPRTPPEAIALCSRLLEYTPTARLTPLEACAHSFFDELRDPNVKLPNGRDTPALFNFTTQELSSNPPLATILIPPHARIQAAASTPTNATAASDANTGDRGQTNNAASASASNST
#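 test system = GST-tagged human GSK3beta kinase, cell-free | reagent = 25 µM ATP with peptide substrate | dosing = one dose of 10 µM per compound | schedule = 60 min reaction, RT | detection = luminescent ADP-Glo measurement of ADP formed | control set = DMSO neutral wells and GW8510 at 20 µM as positive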
# * marks the source's active call; other numbers are inactive results; i = inactive; . = no result given.
SMILES,KCNQ1 pot,PolyA inhibitor,KCNQ1 block,RGS4 act,GSK3A inh,Dyrk1A ADPGlo,hERG rescue,KCNK9 inh,RGS4 inh,KCNK3 block,GSK3B inh
Cc1cccc(C)c1NC(=O)CN,i,i,i,i,-2,1,-11,i,i,i,0
O=C(Cn1cncn1)N/N=C/c1cccc(Cl)c1,i,i,i,i,-2,5,-2,i,i,i,1
Oc1ccc(-c2csc(Nc3cccnc3)n2)cc1,i,i,i,i,31,54*,-19,i,i,i,.
Cc1cc(OCc2cc(C(=O)N(C)CC3CCOCC3)no2)cc(C)c1Cl,i,i,i,i,-1,.,-7,i,i,i,0
CC(C)NC(=O)CC(=O)N/N=C\c1ccccc1C(=O)O,i,i,i,i,-1,-1,0,i,i,i,-2
COC(=O)c1ccc2[nH]c3c(c2c1)CC(C)CC3 (configuration not stated),i,i,i,i,-3,1,-8,i,i,i,3
CCN(CC)S(=O)(=O)c1ccc(N2CCOCC2)c(NC(=O)COc2ccccc2)c1,i,i,i,i,1,-3,-16,i,i,i,5
CCOc1cc(C(c2c(C)[nH][nH]c2=O)c2c(C)[nH][nH]c2=O)cc([N+](=O)[O-])c1O,i,i,i,i,-3,6,-1,i,i,i,1
CC(C)CC(=O)N1CCC(O)(CS(=O)(=O)Cc2ccccc2)CC1,i,i,i,i,3,-1,-11,i,i,i,2
Cc1cc(C)cc(OCC(=O)Nc2ccccc2N2CCCCC2)c1,i,i,i,i,1,4,-1,i,i,-10*,1
CCOC(=O)c1ccc2c(c1)n(CCCS(=O)(=O)[O-])c(/C=C/c1ccc(Cl)cc1)[n+]2CC,i,i,i,i,0,-5,-4,i,i,i,-2
O=C(NCCCN1CCOCC1)c1ccc(Br)cc1Br,i,i,i,i,.,.,-17,i,i,.,1
Cc1ccc(S(=O)(=O)Nc2nc(C)c(NC(=O)OCCCl)s2)cc1,i,i,i,i,-8,-3,-8,i,i,i,2
COc1ccc(NC(=O)C(Cc2ccccc2)n2cccc2)cc1 (configuration not stated),i,i,i,i,1,-8,-8,i,i,i,-3
Cn1c(=O)[nH]c(=O)c2c1nc(CN1CCN(c3ccccc3F)CC1)n2CCCc1ccccc1,i,i,i,i,-1,.,1,i,i,i,5
CN(Cc1nc2ccccc2c(=O)[nH]1)Cc1nc2ccsc2c(=O)[nH]1,i,i,i,i,1,18,-11,i,i,i,-1
COc1ccc(CNC(=O)Nc2ccc(C)cc2C)cc1,i,i,i,i,.,-4,-6,i,i,i,1
COc1ccc(C)cc1N(C)C(=O)c1coc(=O)c2ccccc12,i,i,i,i,2,-3,-15,i,i,i,3
Cc1ccc(NC(=O)c2cccnc2C(=O)Nc2ccc(C)cc2)cc1,i,i,i,i,-1,2,-14,i,i,i,2
CCOc1ccc(C(=O)Nc2ccc(Cc3ccncc3)cc2)cc1Br,i,i,i,i,-3,-3,-4,i,i,i,-1
O=C(CN1CCCCCC1)Nc1cc([N+](=O)[O-])ccc1Cl,i,i,i,i,0,-3,-10,i,i,i,3
O=C(Cc1ccc(S(=O)(=O)N2CCOCC2)s1)NCC1CCCCC1,i,i,i,i,1,-2,-11,i,i,i,1
COc1ccc(C(CNC(=O)c2oc3ccc(C)cc3c2C)N2CCCCC2)cc1 (configuration not stated),i,i,i,i,.,3,-9,i,i,i,-1
CC(C)C[C@@H]1NC(=O)N(CCN2CCOCC2)C1=O,i,i,i,i,-1,26,-6,i,i,i,3
Cc1cccc(NC(=O)CSc2ncnc3c2oc2ccccc23)c1,i,i,i,i,0,7,-8,i,i,i,1
C=CCNC(=S)Nc1c(N)n(C)c(=O)n(C)c1=O,i,i,i,i,-1,-4,-9,i,i,i,2
COc1cc(S(=O)(=O)N2CCN(C(=O)c3ccco3)CC2)c(OC)cc1C,i,i,i,i,2,6,-4,i,i,i,1
O=C(Nc1ccccc1)c1csc(-c2ccccc2)n1,i,i,i,i,-1,14,-5,i,i,i,2
O=C(CSc1ncn[nH]1)Nc1ccc([N+](=O)[O-])cc1Br,i,i,i,i,9,-2,-9,i,i,i,0
COc1ccc(-c2nc(CN3CCN(c4cc(C)nc(C)c4)CC3)c(C)o2)c2ccccc12,i,i,i,i,11,7,-20,i,i,i,-8
O=C(CN(c1ccc(Cl)cc1)S(=O)(=O)c1ccccc1)N1CCN(c2ccccc2)CC1,i,i,i,i,-2,-3,-20,i,i,i,2
CCOc1cc(CNc2ccc3c(c2)OCCO3)cc(Br)c1OCC,i,i,i,i,1,-4,-7,i,i,i,2
COc1cccc(S(=O)(=O)NCC(=O)N2CCCCCC2)c1,i,.,i,i,-1,.,-7,i,i,i,-2
CC1(c2ccc(Cl)cc2Cl)NC(=O)N(CC(=O)Nc2ccc3[nH]c(=O)[nH]c3c2)C1=O (configuration not stated),i,i,i,i,-5,3,-7,i,i,i,.
COc1ccc(/C=C/C(=O)c2ccc(NC(=O)c3cccs3)cc2)cc1OC,i,i,i,i,0,-3,8.9*,i,i,i,1
COc1cccc(CNS(=O)(=O)c2ccc3c(c2)CCN3C(=O)C2CC2)c1,i,i,i,i,0,2,-20,i,i,i,1
CCOC(=O)c1c2ccc(OCC(=O)NN)cc2n2ccccc12,i,i,i,i,1,-8,-17,i,i,i,1
CCOC(=O)Nc1ccc(S(=O)(=O)Nc2onc(C)c2C)cc1,i,i,i,i,-2,.,-6,i,i,i,-1
CCOc1ccccc1N1CCN(C(=O)C(F)(F)F)CC1,i,i,i,i,3,-6,-7,i,i,i,2
CC1CCC(N2CC(=O)N(Cc3ccc4c(c3)OCO4)C(c3ccc(F)cc3)C2=O)CC1 (configuration not stated),i,i,6*,i,-2,1,-8,i,i,i,-2
O=C(O)CCCNS(=O)(=O)c1ccc2ccccc2c1,i,i,i,i,-3,7,-5,i,i,i,2
C/C(=N\NC(=O)c1cc(C(C)C)[nH]n1)c1ccncc1,i,i,i,i,0,2,-6,i,i,i,2
Cc1ccc(-c2cc(C(=O)Nc3cnn(C45CC6CC(CC(C6)C4)C5)c3)no2)cc1,i,i,i,i,1,3,-8,i,i,i,2
Cc1cc(C)cc(N2C(=O)CSC2c2cccs2)c1 (configuration not stated),i,i,i,i,-2,1,1,i,i,i,-1
Clc1cncc(Cl)c1N/N=C/c1ccccc1,i,i,i,i,-1,10,-4,i,i,i,3
CC(C)(C)OC(=O)NCCCCC1=CC2=CC(=O)C(C)(O)C(=O)C2=CO1 (configuration not stated),i,i,i,i,0,16,-9,i,i,i,0
CCOc1ccc2[nH]cc(C(=O)N3CCN(C4CCCCC4)CC3)c(=O)c2c1,i,i,i,i,-2,0,0,i,i,i,-3
Cc1ccc(C(=O)NC(=S)Nc2ccc(N3CCOCC3)cc2)cc1C,i,i,i,i,-1,-8,-6,i,i,i,-1
Cc1occc1C(=O)Nc1nnc(-c2ccncc2)s1,i,i,i,i,-1,5,-11,i,i,i,-12
O=C(COc1ccc(C2SCCS2)cc1)NNC(=O)C(Cl)Cl,i,i,i,i,3,6,-2,i,i,i,-1
CC1CCCC(C)N1C(=O)c1cc(-c2ccc3c(c2)OCO3)on1 (configuration not stated),i,i,i,i,-3,-6,-10,i,i,i,0
CC1(C)NC(=O)N(CC(=O)OCC(=O)Nc2cccc(S(N)(=O)=O)c2)C1=O,i,i,i,i,.,-3,-4,i,i,i,-4
O=C(NCC(=O)N1CCN(C(c2ccccc2)c2ccccc2)CC1)c1ccc(Br)o1,i,i,i,i,-2,-10,-3,i,i,i,-3
COCCN(C(=O)CSc1ncc(C(F)(F)F)cc1Cl)c1c(N)n(Cc2ccccc2)c(=O)[nH]c1=O,i,i,i,i,-2,-4,-10,i,i,i,0
C/C(=N\NC(=O)CC1(C)OCCO1)c1cccs1,i,i,i,i,2,0,-10,i,i,i,4
CCOc1cc(Cl)c(S(=O)(=O)NCCCN2CCOCC2)cc1Cl,i,i,i,i,0,0,-6,i,i,i,-5
CCNC(=O)CSc1nnc(-c2cc(-c3ccc(Cl)cc3)nc3ccccc23)o1,i,i,i,i,-2,0,-15,i,i,i,3
CC(C)(C)c1cnnn1-c1ccc(C(=O)CCl)cc1,i,i,i,i,-2,6,0,i,i,i,-4
CC(=O)Nc1ccc(S(=O)(=O)NCCc2ccc(S(N)(=O)=O)cc2)cc1,i,i,i,i,-1,-12,-7,i,i,i,1
Cc1nn2c3c(cnc2c1-c1ccc(Cl)cc1)C(=O)CC(c1ccco1)C3 (configuration not stated),i,i,i,i,0,-9,-9,i,i,i,0

# More results.
SMILES,KCNQ1 pot,PolyA inhibitor,KCNQ1 block,RGS4 act,GSK3A inh,Dyrk1A ADPGlo,hERG rescue,KCNK9 inh,RGS4 inh,KCNK3 block,GSK3B inh
Cc1n[nH]c(C)c1Sc1ccccc1N=Cc1cc([N+](=O)[O-])ccc1O,i,i,i,i,0,.,-8,i,i,.,0
O=C(N/N=C(/CC(=O)c1cccs1)C(F)(F)F)c1ccc(O)cc1,i,i,i,i,5,14,-15,i,i,i,-2
COc1ccccc1-n1cnnc1SCC(=O)Nc1cccnc1Cl,i,i,i,i,0,-4,-9,i,i,i,1
O=C(NC(=S)Nc1ccc2oc(-c3ccncc3)nc2c1)c1ccccc1F,i,i,i,i,1,4,-3,i,i,i,0

# Some of the compounds tested; count on the stated rates, not on these rows.
